RECQ1 helicase: RECQ1 (human) helicase inhibition; P46063; RECQ1 DNA unwinding, red fluorescence kinetic read; Potency, µM (highest dose often 57.3 µM), without a hit: at the highest dose activity, negative = inhibition, hits mostly inhibitors; 240,000 compounds, 0.54% hits;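 also: plate controls were vehicle for no effect and no enzyme for full effect; nearly all actives have a fitted effect of over 30% in size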
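50 nM RECQ1T1 preincubated 15 min with compound in Tris pH 8.0 buffer with MgCl2, DTT, Tween-20 and 2.5 ug/ml poly(dI-dC); started with 200 nM TAMRA/BHQ-2 forked duplex and 2 mM ATP. Unwinding read as fluorescence (525/598 nm), two reads 2 h apart.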
JMJD2E inh: blocks human JMJD2E demethylase activity; Potency, µM (top dose mostly 57.1 µM), inactives show top-dose activity change, negative = inhibition, most hits filed as inhibitors; JMJD2E catalytic domain, FDH-coupled NADH fluorescence (FDH is formaldehyde dehydrogenase); 230,000 compounds, 1.6% hits; B2RXH2; active = well fitted inhibition curve with a large enough effect, not every such curve was filed as active; inconclusive = small, poorly fitted or top-dose-only effect, or another doubt; inactive = no such curve, though single readings can be large or run the other way;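 also: 0% = wells with enzyme and -100% = buffer wells without enzyme; nearly all actives have a fitted effect of over 50% in size; many of its hits are not listed in these tables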
TexasRed fluor: counter-screen for TRb-SRC2 inhibitors: fluorescence interference. Potency, µM (series often up to 106 µM), for the others: at the top dose fluorescence change, negative = quenching. 280,000 compounds, 0.29% hits. TRb/SRC2 Texas Red total fluorescence interference; active = well fitted curve in either direction with a large enough effect; inconclusive = small, poorly fitted or top-dose-only effect; also: % is scaled to controls: 0 for no effect and ±100 for the full control effect
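Human TRβ ligand-binding domain (0.6 uM) and Texas Red SRC2 peptide (20 nM) in Tris buffer with 1 uM T3 and 5% DMSO were incubated with pinned compound for 5 hr at ambient temperature. Total fluorescence was computed as S + 2P (555/632 nm).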
Lamin A splicing: changes lamin A minigene splicing in HeLa cells; AID 1487; Potency, µM (top dose mostly 46.1 µM), for inactives: at the highest dose ratio change, negative = inhibition, most hits filed as inhibitors; 200,000 compounds, 0.01% hits; HeLa LMNA splicing GFP/RFP minigene ratio, 48 h; active = well fitted inhibition curve with a large enough effect in the signal ratio, with a control signal flat, not every such curve was filed as active; inconclusive = small, poorly fitted or top-dose-only effect, or effect the other way, or a change in a side signal; the % refers to the signal ratio; also: % is scaled to controls: 0 for no effect and ±100 for the full control effect
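Read-out is the ratio of GFP to DsRed2 object intensity, acquired by 488 nm laser-scanning cytometry on HeLa lamin A-EGFP minigene reporter cells. Compound incubation 48 hrs at 37 °C in Opti-MEM with 2% FBS; DMSO 0.5% final.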
TRb SRC2 PPI: disrupts binding of human TR beta to SRC2; P10828; TRbeta-SRC2 peptide binding, fluorescence polarization; receptor liganded with 1 µM T3; Potency, µM (top dose mostly 106 µM), for the others: at the highest dose activity change, negative = inhibition, hits mostly inhibitors; 280,000 compounds, 0.065% hits; AID 1469;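 also: plate controls were bound peptide for no effect and peptide without receptor for full effect; nearly all actives have a fitted effect of over 50% in size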
Target sequence (P10828 whole entry, looked up): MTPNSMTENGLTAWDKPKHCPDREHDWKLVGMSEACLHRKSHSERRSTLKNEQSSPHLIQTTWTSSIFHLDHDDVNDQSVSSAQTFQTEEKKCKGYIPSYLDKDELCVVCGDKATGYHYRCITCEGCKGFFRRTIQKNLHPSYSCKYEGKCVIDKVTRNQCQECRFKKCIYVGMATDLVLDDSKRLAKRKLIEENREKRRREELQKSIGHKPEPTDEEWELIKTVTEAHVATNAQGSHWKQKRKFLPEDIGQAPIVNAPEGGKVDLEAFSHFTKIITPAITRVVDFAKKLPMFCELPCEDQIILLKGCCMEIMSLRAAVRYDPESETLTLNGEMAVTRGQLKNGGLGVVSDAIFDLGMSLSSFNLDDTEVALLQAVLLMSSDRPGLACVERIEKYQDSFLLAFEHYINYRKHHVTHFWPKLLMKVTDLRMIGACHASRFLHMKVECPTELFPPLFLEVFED
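A fluorescence polarization screen tested compounds at multiple concentrations against complex formation between 0.6 uM TRb ligand-binding domain and 20 nM Texas Red SRC2 peptide, with 1 uM T3 present; readout after 5 hr.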
ALDH1A1 inh: blocks purified human ALDH1A1 activity; P00352; Purified ALDH1A1, NADH fluorescence, propionaldehyde substrate; Potency, µM (titrated, usually from 75.3 µM), inactives show at the highest dose activity, negative = inhibition, actives largely listed as inhibitors; 220,000 compounds, 7.3% hits; AID 1030; active = well fitted inhibition curve with a large enough effect, not every such curve was filed as active; inconclusive = small, poorly fitted or top-dose-only effect, or another doubt; inactive = no such curve, though single readings can be large or run the other way;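 also: plate controls were no enzyme wells and a reference inhibitor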
RGS12 GoLoco inh: blocks human Gai1 binding to RGS12 GoLoco peptide, red readout | P63096 | Gai1:RGS12 GoLoco peptide FP, rhodamine, 10 min | Potency, µM (titrated, usually from 61.6 µM), for inactives: at the highest dose activity, negative = inhibition, usual class: inhibitors | 230,000 compounds, 0.44% hits | AID 880; active = well fitted inhibition curve with a large enough effect, not every such curve was filed as active; inactive = no such curve, though single readings can be large or run the other way; also: % is scaled to controls: 0 for no effect and ±100 for the full control effect; nearly all actives have a fitted effect of over 30% in size; many of its hits are not listed in these tables
Target sequence (P63096 whole entry, looked up): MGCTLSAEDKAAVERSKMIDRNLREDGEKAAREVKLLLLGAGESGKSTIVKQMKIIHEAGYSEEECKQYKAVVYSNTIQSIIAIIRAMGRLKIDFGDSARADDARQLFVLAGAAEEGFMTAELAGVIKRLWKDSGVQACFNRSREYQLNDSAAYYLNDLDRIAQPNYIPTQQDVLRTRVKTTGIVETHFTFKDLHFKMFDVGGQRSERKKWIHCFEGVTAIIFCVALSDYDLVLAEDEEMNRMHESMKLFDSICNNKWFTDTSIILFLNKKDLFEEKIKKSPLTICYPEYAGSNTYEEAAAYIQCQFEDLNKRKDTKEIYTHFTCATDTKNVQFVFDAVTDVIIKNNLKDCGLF
SMN2 splice enh: increases expression of the SMN2 splice variant | HEK293 SMN2-luciferase splicing reporter, luminescence, 30-36 h | Potency, µM (top dose mostly 46.1 µM), without a hit: top-dose activity change, positive = activation, hits mostly activators | 210,000 compounds, 2.8% hits | AID 1458; also: % of control where 0% means no effect; nearly all actives have a fitted effect of over 55% in size
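HEK293 cells carry an SMN2 […]–luciferase reporter in which exon 7 inclusion puts luciferase in frame. Cells were plated 10-12 h before compound addition, then incubated 30-36 h at 37C. ONE-Glo luminescence was read; sodium butyrate at 4.5 mM final served as control.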
* hit, by the source's call; i = inactive; ? = inconclusive; · = not tested or not shown; [ ] = dose if it differs, or a comment. Unless noted, calls follow the shape of the dose curve; as a rule, active = well fitted curve in the direction sought with a large enough effect; inconclusive = small, poorly fitted or top-dose-only effect, or another doubt; inactive = no such curve, though single readings can be large; an effect the other way counts as inactive or inconclusive. Potency is read from the fitted curve at half-maximal effect.

Compound	RECQ1 helicase	JMJD2E inh	TexasRed fluor	Lamin A splicing	TRb SRC2 PPI	ALDH1A1 inh	RGS12 GoLoco inh	SMN2 splice enh
O=C(Nc1cccc2ccccc12)N1N=CCC1c1ccccc1 (stereo not drawn)	-1.3%	-26.4%	0.3%	·	-8.5%	·	10.8%	·
O=C(c1cnn(C(=O)c2ccccc2)c1)c1ccccc1O	-8.2%	5.4%	-0.5%	5.8%	-8.1%	2.24µM*	0.9%	6.4%
Nc1nc2nn(-c3ccccc3)nc2c(=O)[nH]1	-3.1%	?	-3.7%	·	-1.5%	·	-2.0%	·
O=C(Nc1ccccc1)c1cc(-n2cnnc2)ccc1Cl	-0.9%	-3.7%	-2.2%	1.4%	9.0%	-3.2%	1.5%	5.6%
Cc1ccc(C(=O)C2C(=O)c3ccccc3C2=O)cc1	13.2%	4.1%	-2.8%	25.2%	6.0%	-14.3%	3.5%	3.1%
CC(NCc1ccc(F)cc1)C(=O)NC1CCCCC1 (stereo not drawn)	19.2%	-7.1%	-0.8%	5.4%[46 µM]	-2.7%	3.4%	-13.6%	·
O=C(Oc1ccccc1)c1cccnc1Oc1ccccc1	2.5%	-28.5%	-3.5%	4.3%[46 µM]	-0.9%	-7.9%	11.4%	·
CN(c1ccccc1)S(=O)(=O)c1ccc(NC(=S)NC(=O)C2CC2)cc1	-16.7%	-0.1%	-1.5%[53 µM]	?	0.3%[53 µM]	?	-0.4%	-17.8%
Cc1cccc(Nc2c(-c3ccc(O)cc3)nc3ncccn23)c1	-7.4%	13.0%	-1.5%	·	0.7%	-0.9%	2.3%	·
O=C(O)CCCNC(=O)Nc1ccccc1	i	-0.4%	-0.6%	6.5%	9.8%	15.6%	-2.0%	11.6%
Cc1nc2cc(C(=O)O)ccc2n1C1CCCCC1	i	12.1%	1.2%	-11.3%	-1.4%	11.2%	-6.3%	2.9%
COc1cc(CNC(C)(C)CO)cc(Br)c1OCc1ccc(Cl)cc1Cl	-2.1%	2.8%	0.4%	-3.5%	4.3%	?	11.8%	-22.2%
COc1ccc(OCC(=O)O/N=C(\N)c2ccc(OC)cc2)cc1	5.1%	-3.4%	-3.9%	·	-12.8%	-8.2%	8.1%	·
Cc1c(Cl)cccc1NC(=S)N1CCc2ccccc2C1	i	-0.1%	-1.5%	?	-6.6%	-7.5%	6.3%	4.5%
CC(=O)OCC(=O)Nc1c(C)cc(C)cc1C	3.6%	1.9%	-0.1%	2.9%[46 µM]	10.0%	14.3%	-9.7%	1.1%
CCOc1ccccc1OCC(=O)NNC(=O)Cn1cnc2c1c(=O)n(C)c(=O)n2C	-0.5%	6.0%	-0.9%	17.6%[46 µM]	2.1%	19.9%	0.2%	-4.0%
CC1(C)OC(=O)NC1=O	-6.8%[25.9 µM]	-3.0%	-1.8%	-5.1%	-10.0%	13.8%	3.2%	-2.9%
O=C(CSc1ccccc1)NC1=NCCS1	-3.7%	-4.0%	-2.1%	·	2.2%	·	3.3%	·
CCC(c1nnnn1Cc1ccccc1)N1CCN(C(=O)c2ccco2)CC1 (stereo not drawn)	-2.5%	-8.1%	0.9%	-1.2%	2.1%	6.31µM*	-15.4%	-2.4%
NS(=O)(=O)c1ccc(NC(=O)Nc2ccc(S(N)(=O)=O)cc2)cc1	1.7%	-0.8%	-1.0%	·	3.4%	·	6.2%	·
Cc1ccsc1C(=O)N1CC(=O)Nc2ccccc21	-7.5%	-5.0%	-2.9%	-16.9%	-9.2%	-2.2%	6.3%	12.7%
CCCc1cc(=O)oc2c(CN(CC)CC)c(O)c(Cl)cc12	-1.6%	?	-7.8%	·	-1.1%	·	0.9%	·
CCOc1ccccc1NC(=O)CSCC(=O)Nc1ccccc1	-6.0%	-1.3%	-4.3%	13.3%	-4.4%	-6.5%	0.1%	1.4%
CN1CCN(C(=S)Nc2cccc(Cl)c2)CC1	-4.4%	-1.8%	-3.8%	?	10.2%	-4.8%	-5.6%	-12.4%
CCN(CC)CCOc1ccc2c(c1)C(=NNC(=O)c1ccccn1)c1cc(OCCN(CC)CC)ccc1-2	-9.1%	?	1.7%	?	-12.8%	3.7%	27.9%	2.8%
O=C(Nc1ccccc1)NC1(C(=O)NCc2ccc3c(c2)OCO3)CCCCC1	i	-10.4%	-3.2%	-5.9%	-18.5%	-4.1%	-1.8%	9.5%
CCCCNC(=O)CCn1c(=O)c2ccccc2n(CC(=O)NCCc2ccc(OC)c(OC)c2)c1=O	-6.5%	13.7%	-7.4%	·	2.7%	-3.7%	6.0%	-5.2%
CC(C)c1ccc(OCC(=O)N2CCCCCC2)c(Br)c1	0.0%	3.1%	-0.6%	34.0%[46 µM]	1.3%	-3.8%	4.5%	25.1%
Cc1cc(NC(=O)c2cnn3c(C(F)F)cc(C4CC4)nc23)no1	i	-6.1%	-3.3%	0.3%	-3.8%	5.01µM*	-4.8%	20.9%
CC12CCC(C(=O)N(CC(O)CN3CCN(Cc4ccccc4)CC3)C1=O)C2(C)C (stereo not drawn)	16.3%	1.2%	-3.1%	·	1.6%	·	-1.7%	·
CN(C)CCCNc1nc2sc3c(c2c(=O)n1CCc1ccccc1)CCCCC3	i	-7.4%	-0.8%	·	-2.4%	4.5%	3.0%	·
CCCCc1c(C)nc2c(OC)cccc2c1SCCC(=O)O	i	7.9%	-7.4%	?	-4.0%	?	-5.8%	11.9%
COc1ccc(/C=N/NC(=O)CCOc2ccccc2C)cc1OC	7.1%	0.4%	-3.8%	?	-4.0%	?	7.6%	-0.5%
CCOc1ccccc1-n1c(CNc2ccc(F)cc2)nnc1SCC(=O)NCc1ccco1	-9.3%	5.4%	3.3%	-14.4%	-17.8%	?	14.6%	-16.4%
COc1cc(-c2nnc(-c3ccncc3)o2)ccc1OCc1ccccc1	-9.0%	?	0.7%	?	-2.3%	?	·	·
Cc1ccc(NC(=O)c2ccc(CSc3nnc(C)s3)cc2)cc1	2.7%	5.6%	0.8%	-8.3%	8.3%	?	-4.0%	?

The closing 2 entries of the part before come first, to join the parts.
Compound	RECQ1 helicase	JMJD2E inh	TexasRed fluor	Lamin A splicing	TRb SRC2 PPI	ALDH1A1 inh	RGS12 GoLoco inh	SMN2 splice enh
COc1cc(-c2nnc(-c3ccncc3)o2)ccc1OCc1ccccc1	-9.0%	?	0.7%	?	-2.3%	?	·	·
Cc1ccc(NC(=O)c2ccc(CSc3nnc(C)s3)cc2)cc1	2.7%	5.6%	0.8%	-8.3%	8.3%	?	-4.0%	?
Cc1ccc(C)c(Oc2coc3cc(OCC(=O)Nc4ccccc4C(C)C)ccc3c2=O)c1	-11.9%	-7.5%	-1.8%	-15.7%	10.8%	0.0%	17.6%	-32.1%[inhibitor]
COC(=O)/C(N=Nc1c(C)n(C)n(-c2ccccc2)c1=O)=C(\C)O	-0.1%	-0.3%	0.9%	-8.8%	9.0%	-11.8%	2.9%	-0.6%
C=CCN1C(=O)C(CC(=O)O)SC1=Nc1ccc(N=Nc2ccccc2)cc1 (stereo not drawn)	?	-15.0%	-3.5%	·	-2.3%	-13.4%	8.0%	·
COc1ccccc1C(=O)NC(=S)Nc1ccc(NC(=O)c2ccco2)cc1	-12.9%	-7.4%	-0.2%[53 µM]	10.0%[46 µM]	-2.7%[53 µM]	12.6µM*	-3.1%	·
NS(=O)(=O)c1ccc(NC(=O)COC(=O)c2cn(-c3ccccc3)nc2-c2ccc(F)cc2)cc1	0.2%	-14.4%	0.9%	6.5%	-6.2%	5.3%	8.8%	-4.6%
N#Cc1ccccc1NC(=S)Nc1ccc(F)cc1	i	17.2%	-1.0%[53 µM]	?	-11.1%[53 µM]	-0.9%	12.3%	·
COCCNC(=O)c1ccccc1NC(=O)CN(c1ccc2c(c1)OCO2)S(C)(=O)=O	-14.3%	-6.3%	0.7%	5.2%	0.6%	-5.2%	1.2%	2.8%
O=C(NCCN1CCOCC1)c1ccccc1-c1ccccc1	-0.3%	5.1%	-0.4%	5.4%	5.0%	6.9%	5.7%	-11.5%
Cc1cc(C)cc(C(=O)NC(=S)Nc2ccc(-c3cc4ccccc4oc3=O)cc2)c1	-13.7%	7.8%	0.3%	-5.4%	7.4%	?	17.5%	-1.9%
COc1ccccc1CN1CCCC2(CCN(C(=O)c3csnn3)CC2)C1	-5.6%	·	·	·	·	2.0%	7.3%	1.7%
COC(=O)c1c[nH]n2c(=O)cc(C)nc12	i	?	-4.6%	4.3%	-11.4%	-6.7%	3.5%	-6.6%
CCc1sc(NS(C)(=O)=O)nc1-c1ccccc1	-3.7%	9.3%	-1.0%	1.7%	0.6%	-1.6%	3.6%	-3.6%
Cc1ccc(CN2C(=O)CCC2C(=O)NCCN2CCOCC2)cc1 (stereo not drawn)	-6.3%	-11.2%	2.8%	16.6%	-4.0%	?	0.4%	12.6%
COc1cccc(C(=O)NC(=S)Nc2ccc3c4c(cccc24)CC3)c1	-14.3%	-1.1%	1.0%	11.0%[0.0737 µM]	3.8%	14.1µM*	-1.0%	-1.9%
CCOc1ccc2nc(-c3ccccc3)[nH]c2c1	-1.6%	?	-3.5%	?	-2.3%	?	3.0%	14.1µM*
Cc1ccccc1C(=O)NC(=S)Nc1ccc(N2CCOCC2)cc1	-1.3%	-5.5%	-1.8%	2.7%[9.22 µM]	-1.0%	?	5.6%	-13.3%

An excerpt. The share of hits here may be higher or lower than overall.
